Bioassay records: PubChem, several laboratories
CendR NRP1 mod = NRP-1/CendR interaction modulation | AID 602438 | inhibition, % at 25 µM | O14786 | FAM-RPARPAR peptide binding to NRP-1, fluorescence polarization | hit rate 0.85% among 360,000;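 active = inhibition or corrected inhibition above about 18%, plus a signal ratio from 0.5 to 1.5, limit read from the data, passing the limit was not always enough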; also: strong numbers were not always called active
MLLE-PAM2 inh = inhibitors of microRNA-mediated deadenylation, human PABP1 MLLE binding; GST-MLLE / FITC-PAM2 fluorescence polarization; inhibition, % at 20 µM; hit rate 0.36% among 360,000; in the data active = inhibition above about 35%, passing the limit was not always enough;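 also: plate controls were DMSO wells with GST-MLLE for no effect and wells lacking GST-MLLE protein for full effect; some results filed as inactive read as strong as hits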
eLon inh = E. coli protease La inhibition; P0A9M0; purified E. coli Lon protease, fluorescence polarization; inhibition, % at 7.94 µM; hit rate 0.42% among 360,000; in the data active = inhibition above about 13%, passing the limit was not always enough;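 also: 0% = enzyme with probe and DMSO and 100% = no enzyme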
TbMetRS inhib = blocks T. brucei methionyl-tRNA synthetase activity; inhibition, % at 11.9 µM; purified T. brucei MetRS, ATP depletion, Kinase-Glo luminescence; hit rate 0.4% among 360,000; AID 624268;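 active = inhibition above a per-plate cutoff of the control wells' mean inhibition plus 3 SD, cut at about 5.5% in these data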;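 also: 0% = DMSO wells median and 100% = median of wells with control inhibitor compound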
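assay system = parasite MetRS enzyme | timing = 15 min preincubation, 2 h reaction, all 25 °C | evaluation = percent inhibition relative to median high and low control wells | medium = HEPES buffer containing pyrophosphatase, BSA, spermine, DTT | compound = single dose, 11.9 µM final nominal, 0.9% final DMSO | detection = Kinase-Glo luminescence, ATP depletion format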
MT1-MMP act inh = inhibitors of human MT1-MMP activation. P50281. HT1080 RFP-PRO-GFP cells, GFP/RFP ratio fluorescence, overnight; percent of plate control window, DMSO zero. GFP/RFP ratio change, % at 20 µM. hit rate 0.061% among 360,000. AID 651647;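 active = GFP/RFP ratio change of at least 30% with cell ATP level not reduced by more than half and red fluorescence within 50% of control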; also: strong numbers were not always called active
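Material – HT1080 RFP-PRO-GFP cells · Control set – DMSO wells and RFP-L50D-GFP cells · Incubation – overnight cell settling, then overnight compound exposure, 37 °C, 5% CO2 · Compound dosing – single-point 20 µM compound, 1% DMSO · Read-out – GFP/RFP fluorescence ratio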
SKN-1 inh = C. elegans SKN-1 inhibition; hit rate 0.49% among 360,000; inhibition, % at 21.8 µM; C. elegans VP596 Pgst-4::GFP/RFP ratio, acrylamide-induced, 24 h;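 active = interference check ratio from 0.5 to 1.5 plus GFP to RFP signal ratio inhibition reaching or exceeding a fixed threshold, cut at about 30% in these data, passing the limit was not always enough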; also: some compounds called inactive have numbers as strong as hits
MsrA inhibitor = bovine MsrA inhibition | purified bovine MsrA, absorbance read-out | inhibition, % at 15.5 µM | hit rate 0.75% among 360,000 | AID 651718; in the data active = inhibition above about 4.5%;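 also: 0% = vehicle wells with enzyme and 100% = reference inhibitor wells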
bovine MsrA act = activates bovine MsrA enzyme | purified bovine MsrA, absorbance read-out | activation, % at 10.6 µM | hit rate 0.3% among 360,000 | AID 602163; in the data active = activation above about 7.5%;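 also: 0% = vehicle and 100% = reference activator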
FAS-TE inh = FAS thioesterase (human) inhibition | inhibition, % at 15 µM | hit rate 0.67% among 360,000 | recombinant FAS-TE, OMFH fluorogenic substrate, fluorescence endpoint;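 active = compounds whose normalised, plate-corrected inhibition of enzyme fluorescence in the single-dose primary screen is 50% or more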;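 also: 0% = DMSO with enzyme and 100% = substrate without enzyme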
Target sequence (P49327 whole entry, looked up): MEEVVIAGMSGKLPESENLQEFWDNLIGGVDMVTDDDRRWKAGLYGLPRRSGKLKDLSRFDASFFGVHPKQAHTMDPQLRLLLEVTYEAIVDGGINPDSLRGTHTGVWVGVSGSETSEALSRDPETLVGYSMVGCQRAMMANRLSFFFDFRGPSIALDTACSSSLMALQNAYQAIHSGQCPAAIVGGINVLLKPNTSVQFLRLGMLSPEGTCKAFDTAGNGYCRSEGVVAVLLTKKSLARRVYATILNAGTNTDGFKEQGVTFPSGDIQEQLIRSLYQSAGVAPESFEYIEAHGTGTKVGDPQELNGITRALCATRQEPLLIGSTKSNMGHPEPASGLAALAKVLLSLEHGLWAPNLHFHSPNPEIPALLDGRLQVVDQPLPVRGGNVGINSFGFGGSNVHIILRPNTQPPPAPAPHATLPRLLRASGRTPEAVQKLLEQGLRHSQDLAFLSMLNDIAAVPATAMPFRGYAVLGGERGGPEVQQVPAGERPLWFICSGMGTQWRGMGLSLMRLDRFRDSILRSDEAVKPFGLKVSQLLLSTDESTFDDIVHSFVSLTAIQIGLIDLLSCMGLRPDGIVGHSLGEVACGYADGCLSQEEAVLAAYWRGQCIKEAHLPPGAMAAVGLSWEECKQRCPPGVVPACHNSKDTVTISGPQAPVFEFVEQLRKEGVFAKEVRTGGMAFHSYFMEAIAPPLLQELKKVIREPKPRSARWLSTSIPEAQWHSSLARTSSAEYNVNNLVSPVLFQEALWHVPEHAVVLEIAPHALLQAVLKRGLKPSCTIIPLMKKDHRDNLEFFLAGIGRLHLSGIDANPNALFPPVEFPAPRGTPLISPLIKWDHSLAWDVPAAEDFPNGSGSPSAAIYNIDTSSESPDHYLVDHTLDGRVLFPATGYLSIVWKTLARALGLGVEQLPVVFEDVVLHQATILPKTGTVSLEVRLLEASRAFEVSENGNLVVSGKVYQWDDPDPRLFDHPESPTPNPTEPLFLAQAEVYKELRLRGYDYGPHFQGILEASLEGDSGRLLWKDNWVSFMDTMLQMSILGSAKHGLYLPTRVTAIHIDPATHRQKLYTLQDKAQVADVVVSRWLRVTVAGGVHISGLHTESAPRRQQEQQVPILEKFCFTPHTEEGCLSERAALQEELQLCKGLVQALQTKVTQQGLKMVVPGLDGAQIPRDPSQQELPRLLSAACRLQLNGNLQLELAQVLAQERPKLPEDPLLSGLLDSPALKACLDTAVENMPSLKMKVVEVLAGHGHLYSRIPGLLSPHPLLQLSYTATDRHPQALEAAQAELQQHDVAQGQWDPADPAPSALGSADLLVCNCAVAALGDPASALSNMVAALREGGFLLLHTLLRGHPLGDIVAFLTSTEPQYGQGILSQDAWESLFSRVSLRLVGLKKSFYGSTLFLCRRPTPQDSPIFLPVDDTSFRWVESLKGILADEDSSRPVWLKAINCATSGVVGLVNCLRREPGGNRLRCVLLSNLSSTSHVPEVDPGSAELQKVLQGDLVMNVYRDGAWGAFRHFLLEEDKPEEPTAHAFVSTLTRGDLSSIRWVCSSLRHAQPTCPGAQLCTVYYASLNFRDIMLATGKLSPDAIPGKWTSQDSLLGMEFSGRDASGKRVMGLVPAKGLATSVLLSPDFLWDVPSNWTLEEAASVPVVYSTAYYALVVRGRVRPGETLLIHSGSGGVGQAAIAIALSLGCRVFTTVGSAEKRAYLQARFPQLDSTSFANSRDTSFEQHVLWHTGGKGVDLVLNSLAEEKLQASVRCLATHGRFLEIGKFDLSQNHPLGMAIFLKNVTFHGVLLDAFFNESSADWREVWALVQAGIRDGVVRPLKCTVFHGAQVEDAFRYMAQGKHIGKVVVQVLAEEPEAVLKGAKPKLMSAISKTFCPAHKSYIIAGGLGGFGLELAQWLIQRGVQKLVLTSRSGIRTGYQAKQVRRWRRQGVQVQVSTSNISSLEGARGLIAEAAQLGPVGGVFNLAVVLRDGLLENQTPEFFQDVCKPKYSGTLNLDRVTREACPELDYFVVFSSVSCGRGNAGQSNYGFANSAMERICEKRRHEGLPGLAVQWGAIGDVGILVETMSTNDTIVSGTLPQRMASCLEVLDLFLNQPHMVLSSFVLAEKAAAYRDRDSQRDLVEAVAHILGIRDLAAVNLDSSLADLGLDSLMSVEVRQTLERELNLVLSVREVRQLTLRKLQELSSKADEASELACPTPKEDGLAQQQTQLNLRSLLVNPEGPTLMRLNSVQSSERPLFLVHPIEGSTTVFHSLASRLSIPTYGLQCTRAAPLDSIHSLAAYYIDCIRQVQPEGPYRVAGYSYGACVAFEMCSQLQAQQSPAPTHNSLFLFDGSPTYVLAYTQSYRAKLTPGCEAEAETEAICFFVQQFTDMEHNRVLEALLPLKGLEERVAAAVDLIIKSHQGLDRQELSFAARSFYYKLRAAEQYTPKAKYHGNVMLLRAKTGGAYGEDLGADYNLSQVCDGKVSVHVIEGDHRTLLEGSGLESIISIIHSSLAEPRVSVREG
Numbers without * were called inactive; / = not tested or not shown.

SMILES	CendR NRP1 mod	MLLE-PAM2 inh	eLon inh	TbMetRS inhib	MT1-MMP act inh	SKN-1 inh	MsrA inhibitor	bovine MsrA act	FAS-TE inh
CS(=O)(=O)C1=NSC2=NC(=O)/C(=C\c3ccc(OS(=O)(=O)c4ccccc4)cc3)C(=N)N21	-71	-7	4	0.0	-4	-15	-0.1	-7	9
O=C(COC(=O)c1cc(=O)[nH]c2ccccc12)c1cccs1	-6	-10	3	-0.9	3	6	1.5	-10	-4
C=CCNC(=S)NC(=O)c1oc2ccccc2c1C	-6	32	-7	0.3	3	0	0.9	-2	3
N/C(=N\OC(=O)c1cccnc1)c1ccccc1Cl	-1	-13	3	0.3	-3	15	-0.2	-4	-4
O=C(O)Cn1c(P(=O)(O)c2ccccc2)nc2ccccc21	-13	-6	-6	-0.2	3	0	-1.1	-4	-6
COc1cccc(/C=C2\Oc3cc(OCC(=O)N4CCCC4)ccc3C2=O)c1OC	-12	-2	-15	-0.2	2	7	3.9	-5	-10
COc1cc(Cl)ccc1OCc1cc(C(=O)N2CCN(c3ccccn3)CC2)no1	1	10	-10	-0.1	0	-21	-0.6	-2	14
COc1ccc(CCC(=O)NC2=NCCS2)cc1OC	6	1	6	-0.2	-6	2	-1.0	-2	-5
CC(=O)Nc1ccc(-c2ccnc3c2CC(C)(C(=O)NCc2ccco2)O3)cc1 (stereo not drawn)	4	1	-9	0.2	1	15	0.8	1	-1
Cc1nn(-c2ccccc2)c(=O)c2ccccc12	3	-4	8	-0.8	2	3	0.2	-4	-5
N#CCCn1ncn(-c2ccccc2)c1=S	14	-8	-9	-1.3	2	-7	-0.6	-4	-11
O=C(CN1CCC(O)(c2ccc3c(c2)OCO3)CC1)N1CCOCC1	0	-2	-4	0.1	1	3	-0.1	-2	-7
CCCNS(=O)(=O)c1ccc(NC(=O)Cc2cccs2)cc1	8	0	1	0.5	1	9	2.1	-2	-2
CCCNc1c(NS(=O)(=O)c2ccc(Br)cc2)c(=O)oc2ccccc12	-3	0	-6	0.1	0	16	0.8	-3	1
CCc1ccccc1NC(=O)CCNC(=O)Cn1ccc2ccccc2c1=O	8	-16	-9	-0.3	-2	-10	-0.1	-2	-1
CC(=O)c1ccc(NC(=S)NNC(=O)c2ccncc2)cc1	0	-30	3	-0.2	-1	-5	3.2	-4	-11
CN(CC(=O)Nc1ccccc1Br)C(=O)COc1cccc2c1OC(C)(C)C2	2	-8	0	-0.2	4	-5	0.6	-2	-4
CC(C)NC(=O)C(=O)NCc1ccccn1	-6	-1	-3	-0.7	-6	17	-0.8	3	-3
N#Cc1c(-c2ccccc2)cc(-c2cccs2)nc1SCC(=O)O	-6	30	10	-0.3	-2	5	2.4	-11	2
CC1=CC(=O)C=C(C)C1=NOc1ccccc1[N+](=O)[O-]	1	12	8	0.2	1	-9	-0.3	-5	-1
O=[N+]([O-])c1ccc(N/N=C/c2c[nH]c3ccccc23)cc1	-238	-127	-157	7.5*	-106	8	0.0	5	24
COc1cccc(-n2nc(C(=O)N3CCN(Cc4ccccc4)CC3)c3ccccc3c2=O)c1	-15	4	-2	-1.0	1	1	0.6	-9	4
O=C(NC1CCCc2ccccc21)c1ccccc1Cl (stereo not drawn)	3	-1	-11	0.1	0	-11	-1.3	-2	-3
CC(=O)N1CCN(c2ccc(N=Cc3c(O)n(Cc4ccccc4)c(=O)[nH]c3=O)cc2)CC1	-2	-5	-15	-0.7	-3	-4	0.9	-4	-9
Cc1ccc(NC(=O)COC(=O)[C@H](C)NC(=O)c2ccccc2)cc1S(=O)(=O)N1CCOCC1	5	-4	1	-0.6	2	-1	-0.1	-4	0

Three entries from above, field by field:
C=CCNC(=S)NC(=O)c1oc2ccccc2c1C
  CendR NRP1 mod = -6
  MLLE-PAM2 inh = 32
  eLon inh = -7
  TbMetRS inhib = 0.3
  MT1-MMP act inh = 3
  SKN-1 inh = 0
  MsrA inhibitor = 0.9
  bovine MsrA act = -2
  FAS-TE inh = 3
N/C(=N\OC(=O)c1cccnc1)c1ccccc1Cl
  CendR NRP1 mod = -1
  MLLE-PAM2 inh = -13
  eLon inh = 3
  TbMetRS inhib = 0.3
  MT1-MMP act inh = -3
  SKN-1 inh = 15
  MsrA inhibitor = -0.2
  bovine MsrA act = -4
  FAS-TE inh = -4
O=C(O)Cn1c(P(=O)(O)c2ccccc2)nc2ccccc21
  CendR NRP1 mod = -13
  MLLE-PAM2 inh = -6
  eLon inh = -6
  TbMetRS inhib = -0.2
  MT1-MMP act inh = 3
  SKN-1 inh = 0
  MsrA inhibitor = -1.1
  bovine MsrA act = -4
  FAS-TE inh = -6

The listing continues.
SMILES	CendR NRP1 mod	MLLE-PAM2 inh	eLon inh	TbMetRS inhib	MT1-MMP act inh	SKN-1 inh	MsrA inhibitor	bovine MsrA act	FAS-TE inh
Cc1cc(C(=O)CN2c3cccc4cccc(c34)S2(=O)=O)c(C)n1C	2	-9	5	-0.2	-3	15	1.4	-1	14
Cn1nc(C(C)(C)C)cc1C(=O)NN1CCOCC1	2	2	-15	-0.7	-3	-1	0.2	-8	-7
C/C(=N\NC(=O)c1c(Br)c(C)nn1C)c1cccc(NC(=O)c2ccccc2F)c1	-6	-3	-10	0.4	6	8	0.9	-1	-6
COc1ccc(NC(=S)NCc2ccco2)c(OC)c1	-12	1	-7	1.0	-3	-4	2.5	-10	-7
COCCNC(=S)NC(=O)CC12CC3CC(CC(C3)C1)C2	4	21	2	-0.9	-5	6	-0.4	-8	11
CCN(C(=O)COC(=O)/C=C/c1cnc2ccccc2n1)c1ccccc1	-11	-20	8	-0.7	-9	-6	1.4	-6	-5
CC1(C)CC(=O)C(C=NCC2CCN(C(=O)Cc3ccccc3)CC2)=C(O)C1	6	-25	-1	0.1	-1	20	1.1	-1	-4
Cc1nc2ccccc2n1Cc1ccccc1	-9	0	-3	-0.3	1	8	0.1	-3	-4
COc1cccc(CNc2ccccn2)c1O	8	-7	-4	-0.1	-3	24	1.4	-5	-9
CN(C)C(=S)Nc1ccc(S(=O)(=O)N2CCCCC2)cc1	-12	-105	-4	-0.7	1	-12	-1.1	-4	-4
CC(=O)Nc1c(-c2ccccc2)c2cc(Br)ccc2[nH]c1=O	-3	-2	1	-0.3	-2	5	1.1	-2	-7
Cc1nc(CNS(=O)(=O)c2cccs2)cs1	4	-1	-1	-0.5	-1	0	-1.0	-2	-6
O=C(COC(=O)C1CC2C=CC1C2)Nc1ccc([N+](=O)[O-])cc1 (stereo not drawn)	1	6	14	0.4	2	24	2.0	-4	17
COc1ccc(C(=O)COC(=O)c2nn(C)cc2Cl)cc1	0	-11	0	-0.9	8	-6	-0.8	-9	2
CCCCN1C(=O)C(C)=C(C)C1OCCc1ccc(OC)c(OC)c1 (stereo not drawn)	-12	2	-9	0.2	1	8	-2.0	-3	0
O=C(Nc1ccc(-c2ccccc2)cc1)c1ccco1	0	-125	6	-0.6	-7	-3	0.9	-1	-2
COC(=O)c1sc(S(=O)(=O)NCCCN(C)C)c(C(=O)OC)c1C	6	-13	12	0.3	1	8	-0.1	0	-2
Cc1ccc(OCCOCCOc2ccc(Br)cc2/C=N\NC(=O)c2ccncc2)cc1	0	1	4	0.0	-2	1	1.3	-1	27
CN(c1ccccc1)S(=O)(=O)c1ccc(C(=O)NCc2ccccn2)cc1	0	11	2	-0.7	-3	-6	-1.4	-4	-1
O=C(CCN1CCN(C/C=C/c2ccccc2)CC1)Nc1cccc(F)c1	17	10	-4	-0.3	5	5	0.4	-5	-3
Fc1ccc(/C=N/Nc2nccnc2Cl)cc1	13	2	-5	-1.7	1	-7	1.2	-3	-4
Cc1ccc2c(c1)[C@H]1[C@H](CO2)[C@H](c2ccccc2)[C@]2(C)C(=O)Nc3ccc(F)cc3C(=O)N12	6	8	18	-0.1	-17	3	0.6	-4	83*
Cc1ccc2cc(CN(CCO)Cc3nnnn3Cc3ccc(F)cc3)c(=O)[nH]c2c1	1	-3	-5	0.0	6	4	0.2	1	-5
O=C(CC(SCc1ccco1)c1ccc(O)cc1)c1cccs1 (stereo not drawn)	-4	28	-10	-0.3	-6	-6	-0.8	-2	16
Cc1cccc(OCc2n[nH]c(=S)n2C2CCCCC2)c1	8	-6	12	-0.6	1	12	0.1	2	4
Next structures
SMILES	CendR NRP1 mod	MLLE-PAM2 inh	eLon inh	TbMetRS inhib	MT1-MMP act inh	SKN-1 inh	MsrA inhibitor	bovine MsrA act	FAS-TE inh
CCC1CN(C)C2Cc3c([nH]c4ccccc34)C(=O)CC1C2C(=O)OC (stereo not drawn)	3	3	3	-1.2	-1	0	2.6	-6	-3
CCC1CCCCN1C(=O)CSc1nnc(-c2ccco2)o1 (stereo not drawn)	-7	29	-7	0.0	3	14	0.3	-1	1
O=C(COC(=O)c1cc(F)c(F)cc1Cl)NC1CC1	4	2	1	-0.5	-3	9	-0.1	1	-10
Cc1cc(C)cc(OCC(=O)OCC(=O)NC2CCCCCCC2)c1	1	7	-9	-0.3	2	-4	0.2	-2	-3
O=C(NCc1ccccc1Cl)c1cnccc1C(F)(F)F	5	3	5	0.1	2	-7	-0.1	-6	-3
CN(C)C(=O)CCc1ccc2c3c([nH]c2c1)[C@]1(C)[C@@H](C(=O)N2CCOCC2)C[C@H](CC(=O)NCCC2=CCCCC2)C(=O)N1CC3	-9	-2	6	-0.2	0	13	-0.6	-2	-7
Cn1cccc1-c1nc2ccc(NC(=O)c3ccc([N+](=O)[O-])cc3)cc2[nH]1	6	-10	-1	-0.4	17	5	2.5	-1	3
Cc1cc(C)n2nc(-c3ccc(F)cc3)cc2n1	2	-1	-6	-0.2	0	21	0.8	-2	-7
CCCOc1ccc(C(=O)c2ccccc2C(=O)OC2CCOC2=O)cc1OCCC (stereo not drawn)	2	0	-5	-0.2	2	10	1.7	2	5
NC(Cc1ccc(C(F)(F)F)cc1)c1csc(NC(=O)NCCc2ccccc2)n1 (stereo not drawn)	-1	10	11	0.5	-8	-2	-1.6	-3	-1
COc1ccc(-c2cc3nc(CCl)[nH]c(=O)c3s2)cc1	-40	-17	-6	0.0	-2	6	1.1	-5	-3
OCC(C#CCN1CCCCC1)NCc1ccccc1 (stereo not drawn)	1	0	2	-0.5	-2	2	0.0	-11	-9
O=C(CCc1nnc(COc2ccccc2)o1)NC1(c2ccccc2)CC1	-4	0	-12	-0.4	-2	6	0.2	-4	-4
CCOc1ccccc1NCc1cc(=O)oc2cc(C)ccc12	1	-2	-2	0.0	2	18	0.0	-1	17
COc1ccc(C2CC(c3ccccc3)=NN2C(=O)COC(=O)COc2ccccc2)cc1 (stereo not drawn)	-4	-2	-3	-0.1	-4	7	0.5	-2	24
O=C(COc1ccccc1-c1ccccc1)NCCN1C(=O)S/C(=C\c2cccnc2)C1=O	4	12	-10	-1.1	1	-2	-0.2	-10	35
CC(C(=O)Nc1cccnc1)C1Sc2ccccc2NC1=O (stereo not drawn)	-14	17	2	1.1	-3	-1	-0.7	0	-6
Cc1cccc(S(=O)(=O)NCCNS(=O)(=O)c2cccc(C)c2)c1	15	3	5	0.6	-1	2	0.6	1	-4
CCN(CC)c1ccc(/C=N/NC(=O)c2nnn(-c3nonc3N)c2-c2ccc(C)cc2)cc1	19	-3	-6	0.2	-1	1	2.5	-2	40
COc1ccc(CCN2C(=O)CCC3=C2CCCC3=O)cc1OC	12	0	2	-0.5	5	2	/	-2	0
O=C(NCCSCc1ccc(Cl)cc1)c1cccs1	7	9	-5	1.0	4	4	-0.5	-2	10

Random draw from the library (roughly 4% active in at least one column).
